Rac1 mut GTP – alters GTP binding to activated mutant human Rac1 | P63000 | GST-Rac1 activated beads, fluorescent GTP binding, flow cytometry; actives lie on both sides; 100% means binding = to untreated wells | 190,000 tested, 0.11% active | AID 764 | percent activity (GTP binding), % at 10 µM;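 active = GTP binding at least 20 percentage points away from the 100% baseline, in either direction, so actives lie on both sides; inconclusive = Compound likely fluorescent itself, or too few beads counted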
Rab2A wt mod – changes GTP binding to wildtype dog Rab2A, up or down. P61105. GST-Rab2 wt beads, Bodipy-GTP binding, flow cytometry. GTP binding activity, % at 10 µM. 190,000 tested, 0.19% active. AID 760;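 active = GTP binding activity at least 20 points away from 100%, either lowered or raised; inconclusive = signal likely due to the compound's own green fluorescence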;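 also: 0% = beads with excess unlabeled GTP and 100% = no-compound control corrected for plate trend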
Mcl1-Noxa inh – disrupts binding of human Mcl-1 to Noxa peptide; inhibition, % at 21.7 µM; 220,000 tested, 1.5% active; TR-FRET Mcl-1/Noxa peptide binding, 2 h; Q07820;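 active = compounds that cut the protein-peptide binding signal by more than 50% relative to plate controls in a single-dose test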;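 also: His-tagged Mcl-1 with rhodamine Noxa BH3 peptide and terbium anti-His antibody; 0% = Mcl-1 plus Noxa peptide wells and 100% = peptide-only wells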
Target sequence (Q07820 whole entry, looked up): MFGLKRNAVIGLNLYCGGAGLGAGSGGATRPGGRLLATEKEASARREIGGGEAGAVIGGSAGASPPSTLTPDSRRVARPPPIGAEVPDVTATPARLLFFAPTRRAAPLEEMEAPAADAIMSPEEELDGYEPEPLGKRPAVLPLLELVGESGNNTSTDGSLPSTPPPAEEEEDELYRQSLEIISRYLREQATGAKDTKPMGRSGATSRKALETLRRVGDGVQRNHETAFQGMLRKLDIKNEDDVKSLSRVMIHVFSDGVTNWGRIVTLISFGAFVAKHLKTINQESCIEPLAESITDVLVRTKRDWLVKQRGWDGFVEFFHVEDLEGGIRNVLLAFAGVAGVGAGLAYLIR
Rac1 wt GTP bind – alters GTP binding to wildtype human Rac1; 190,000 tested, 0.27% active; GST-Rac1 beads, fluorescent GTP binding, flow cytometry; actives lie on both sides; 0 = cold GTP competed, 100 = untreated; AID 757; GTP binding activity (% of control), % at 10 µM; P63000;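 active = GTP binding activity at least 20 points away from the 100% control level, either lower or higher; inconclusive = compound flagged as likely green fluorescent, judged across all proteins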
Avidin bead fluor – avidin bead compound fluorescence profile; Avidin beads, compound fluorescence 488/530 nm, flow cytometry; stronger effect = higher value; fluorescence (KMESF) at 10 µM; 220,000 tested, 0.38% active; in the data active = fluorescence above about 47; also: inactives centre near 10
Cdc42 wt – modulators (inhibitors or activators) of GTP binding to human Cdc42 wildtype | 190,000 tested, 0.2% active | P60953 | percent activity (GTP binding), % at 10 µM | GST-Cdc42 beads, Bodipy-GTP binding, flow cytometry; actives lie on both sides;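 active = percent activity GTP binding at least 20 points away from the 100% baseline, either down as inhibitor or up as activator; inconclusive = compound flagged as likely green fluorescent from well-wide comparison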;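 also: median bead fluorescence of bound Bodipy-FL-GTP at 100 nM; 0% = excess unlabeled GTP control and 100% = no compound control; below 100% means less GTP binding so inhibitor and above means activator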
Target sequence (P60953 whole entry, looked up): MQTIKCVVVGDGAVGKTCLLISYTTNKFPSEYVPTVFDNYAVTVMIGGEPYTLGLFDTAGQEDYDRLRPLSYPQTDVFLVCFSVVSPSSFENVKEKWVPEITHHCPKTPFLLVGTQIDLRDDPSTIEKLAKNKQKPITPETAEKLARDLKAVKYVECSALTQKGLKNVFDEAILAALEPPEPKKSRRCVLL
Mcl-1 Bim block – human Bim-Mcl-1 interaction inhibition | Q07820 | Bead-based flow cytometry, Bim peptide-Mcl-1 binding | inhibition, % at 10 µM | 190,000 tested, 0.1% active | AID 1009; in the data active = inhibition above about 40%;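 also: 0% = no compound tracer wells and 100% = peptide blocker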
HRas wt GTP – changes GTP binding to wildtype human HRas; GST-Ras wt beads, Bodipy-FL-GTP binding, flow cytometry; actives lie on both sides; GTP binding activity, % at 10 µM; 190,000 tested, 0.14% active; AID 759;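 active = GTP binding activity at least 20% away from the 100% baseline, either lowered as inhibitor or raised as activator; inconclusive = flagged as likely green fluorescent, judged across all proteins in the well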;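 also: 0% = unlabeled GTP competition control and 100% = no-compound control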
Target sequence (P01112 whole entry, looked up): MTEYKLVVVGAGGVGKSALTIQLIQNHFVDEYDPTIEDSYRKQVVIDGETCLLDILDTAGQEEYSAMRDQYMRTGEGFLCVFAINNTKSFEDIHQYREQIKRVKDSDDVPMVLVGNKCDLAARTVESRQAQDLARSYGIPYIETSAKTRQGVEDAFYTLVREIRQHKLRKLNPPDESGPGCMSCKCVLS
Pf gametocyte – kills late stage P. falciparum gametocytes; P. falciparum stage V gametocytes, ATP luminescence, 24 h; inhibition, % at 10.9 µM; 150,000 tested, 0.065% active; AID 743093;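 active = inhibition above the mean plus 3 SD of compounds within the control limits, set per campaign, cut at about 38% in these data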;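 also: 0% = DMSO wells and 100% = medium only without gametocytes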
Rab7 wt modul – alters GTP binding to wildtype dog Rab7. GST-Rab7 beads, fluorescent GTP binding, flow cytometry; actives lie on both sides; untreated = 100%, excess cold GTP = 0%. GTP binding activity (percent of control), % at 10 µM. 190,000 tested, 0.055% active;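 active = fluorescent GTP binding to Rab7 beads changed by at least 20 points from the 100% baseline, either direction, mostly lower; inconclusive = compound itself probably fluorescent, or too few beads counted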;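 also: median green fluorescence of bound Bodipy-FL-GTP per Rab7 bead population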
Mcl1-Bid inh – disrupts binding of human Mcl-1 to Bid peptide; inhibition, % at 21.7 µM; AID 1021; 220,000 tested, 0.97% active; Q07820; TR-FRET Mcl-1/Bid-Dy647 peptide binding, 1536-well;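 active = compounds that cut the binding signal by more than half at the single screening dose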;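 also: His-tagged Mcl-1 with europium anti-His antibody binding Bid BH3 peptide; 0% = Mcl-1 plus peptide wells and 100% = peptide-only wells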
* hit, by the source's call; ? = inconclusive; / = not tested or not shown. Rows are unselected. About 2.7% of those tested had a hit in this group.

The opening 16 compounds, to show the layout:
Every second line gives: Rac1 mut GTP	Rab2A wt mod	Mcl1-Noxa inh	Rac1 wt GTP bind	Avidin bead fluor	Cdc42 wt	Mcl-1 Bim block	HRas wt GTP	Pf gametocyte	Rab7 wt modul	Mcl1-Bid inh
1) Cn1c(-c2sccc2OCc2cccc(C(F)(F)F)c2)n[nH]c1=S
  95	98	33	97	11	94	-4	97	-18	102	-9
2) COc1ccccc1Cn1c(=S)[nH]c2cc(C(=O)N3CCN(C)CC3)ccc2c1=O
  97	99	5	98	8	100	0	101	/	102	-22
3) Cc1ccc(OCC(=O)N/N=C2/SCC(=O)N2Cc2ccccc2)cc1
  98	97	12	99	14	96	-1	98	-2	99	-17
4) Cc1c(NC(=O)c2ccc3c(c2)C(=O)N(Cc2ccco2)C3=O)cccc1C(=O)O
  ?	?	11	?	12	?	2	?	13	?	-11
5) O=c1oc2ccccc2c(O)c1/C=N/c1ccccn1
  100	101	-8	110	6	105	-4	107	/	106	-14
6) C=CCn1c(=NC(=O)CN2C(=O)CCC2=O)sc2cc(S(N)(=O)=O)ccc21
  101	101	25	104	4	103	-1	99	/	96	-30
7) COc1ccc(C(C(=O)NC2CCCCC2)N(C(=O)c2sc(C)nc2C)c2ccc(C(C)=O)cc2)cc1 (configuration not stated)
  93	98	-19	100	8	99	2	103	/	102	5
8) CC1(C)Cc2c(sc3nc(-c4ccccc4)oc(=O)c23)CO1
  99	98	4	99	5	99	-4	97	8	103	-1
9) COCCNC(=O)C(=O)N/N=C(\C)CC(=O)Nc1ccc2c(c1)OCO2
  97	99	13	101	13	97	0	100	/	97	-40
10) CCCc1n(CC(O)COCC2CC=CCC2)c2ccccc2[n+]1C (configuration not stated)
  93	96	25	99	12	98	0	97	-16	98	-44
11) Fc1ccccc1N=C1Nc2cccc3cccc1c23
  94	96	16	98	21	95	-1	95	-5	96	9
12) CCc1[nH]nc(C(=O)N2CCCC(CCC(=O)N3CCN(c4ccccn4)CC3)C2)c1C (configuration not stated)
  95	95	17	100	13	97	0	97	3	102	-15
13) CCC(=O)Nc1cc(C(=O)O)ccc1Sc1ccc(C)cc1
  92	95	-2	89	6	90	-3	93	7	98	-33
14) O=S1(=O)NC(=NCCc2ccccn2)c2ccccc21
  95	98	-10	98	16	97	0	99	8	107	-7
15) Cc1cc2cc(CNC(=S)Nc3ccc(OC(F)F)cc3)ccc2n1C
  95	97	9	100	2	97	-2	99	/	100	-24
16) CCOC(=O)C1CCN(C(=O)CC(C)c2ccccc2)CC1 (configuration not stated)
  94	97	-31	94	16	96	-7	95	11	92	-22

All compounds of this part, from the start:
Every second line gives: Rac1 mut GTP	Rab2A wt mod	Mcl1-Noxa inh	Rac1 wt GTP bind	Avidin bead fluor	Cdc42 wt	Mcl-1 Bim block	HRas wt GTP	Pf gametocyte	Rab7 wt modul	Mcl1-Bid inh
1) Cn1c(-c2sccc2OCc2cccc(C(F)(F)F)c2)n[nH]c1=S
  95	98	33	97	11	94	-4	97	-18	102	-9
2) COc1ccccc1Cn1c(=S)[nH]c2cc(C(=O)N3CCN(C)CC3)ccc2c1=O
  97	99	5	98	8	100	0	101	/	102	-22
3) Cc1ccc(OCC(=O)N/N=C2/SCC(=O)N2Cc2ccccc2)cc1
  98	97	12	99	14	96	-1	98	-2	99	-17
4) Cc1c(NC(=O)c2ccc3c(c2)C(=O)N(Cc2ccco2)C3=O)cccc1C(=O)O
  ?	?	11	?	12	?	2	?	13	?	-11
5) O=c1oc2ccccc2c(O)c1/C=N/c1ccccn1
  100	101	-8	110	6	105	-4	107	/	106	-14
6) C=CCn1c(=NC(=O)CN2C(=O)CCC2=O)sc2cc(S(N)(=O)=O)ccc21
  101	101	25	104	4	103	-1	99	/	96	-30
7) COc1ccc(C(C(=O)NC2CCCCC2)N(C(=O)c2sc(C)nc2C)c2ccc(C(C)=O)cc2)cc1 (configuration not stated)
  93	98	-19	100	8	99	2	103	/	102	5
8) CC1(C)Cc2c(sc3nc(-c4ccccc4)oc(=O)c23)CO1
  99	98	4	99	5	99	-4	97	8	103	-1
9) COCCNC(=O)C(=O)N/N=C(\C)CC(=O)Nc1ccc2c(c1)OCO2
  97	99	13	101	13	97	0	100	/	97	-40
10) CCCc1n(CC(O)COCC2CC=CCC2)c2ccccc2[n+]1C (configuration not stated)
  93	96	25	99	12	98	0	97	-16	98	-44
11) Fc1ccccc1N=C1Nc2cccc3cccc1c23
  94	96	16	98	21	95	-1	95	-5	96	9
12) CCc1[nH]nc(C(=O)N2CCCC(CCC(=O)N3CCN(c4ccccn4)CC3)C2)c1C (configuration not stated)
  95	95	17	100	13	97	0	97	3	102	-15
13) CCC(=O)Nc1cc(C(=O)O)ccc1Sc1ccc(C)cc1
  92	95	-2	89	6	90	-3	93	7	98	-33
14) O=S1(=O)NC(=NCCc2ccccn2)c2ccccc21
  95	98	-10	98	16	97	0	99	8	107	-7
15) Cc1cc2cc(CNC(=S)Nc3ccc(OC(F)F)cc3)ccc2n1C
  95	97	9	100	2	97	-2	99	/	100	-24
16) CCOC(=O)C1CCN(C(=O)CC(C)c2ccccc2)CC1 (configuration not stated)
  94	97	-31	94	16	96	-7	95	11	92	-22
17) COc1cccc(C2CC3(CC(C)(C)NC(=S)N3)Oc3cc(O)ccc32)c1 (configuration not stated)
  99	98	20	101	16	102	-1	100	-21	103	-46
18) O=C(CCn1ccc2ccccc21)NC1CCCc2ccccc21 (configuration not stated)
  96	96	3	98	31	99	0	98	11	97	-88
19) COc1cc(C(=S)N2CCCC2)cc(Cl)c1O
  98	97	1	98	5	100	0	96	-2	98	-20
20) Cc1nnc(OC(C)C)c2nn(-c3ccccc3F)c(C)c12
  99	96	20	101	8	102	2	101	/	97	-8
21) COc1cccc(/C=C/C(=O)OCC(=O)N2c3ccccc3NC(=O)C2(C)C)c1
  99	99	1	106	11	105	-3	100	-7	102	10
22) FC(F)(F)c1cnc(NNC(=S)Nc2cccnc2)c(Cl)c1
  99	99	-11	97	8	97	-3	100	-3	102	-52
23) COc1cccc(OC)c1C(=O)N1CCN(Cc2ccncc2)CC1
  98	101	2	104	16	101	-6	101	/	101	71*
24) O=[N+]([O-])c1cc(C(F)(F)F)ccc1N1CCN(S(=O)(=O)c2ccc3c(c2)CCCC3)CC1
  105	101	-16	106	14	100	-1	100	-23	98	-15
25) O=C(CSc1ccc(Br)c2cccc(Cl)c12)Nc1ccc(S(=O)(=O)Nc2nccs2)cc1
  92	98	38	94	10	94	1	94	/	101	-85
26) CC1=C(C(=O)Nc2ccc(Cl)cc2)C(c2ccncc2)C(C#N)=C(SCC(N)=O)N1 (configuration not stated)
  98	102	-9	108	39	104	1	100	-30	100	-14
27) C/C(=C\C(=O)c1ccccc1)Nc1cccc(O)c1
  94	95	4	97	24	95	-1	96	/	99	-10
28) Cc1c(NC(=O)C(C)OC(=O)[C@@H](NC(=O)c2ccccc2)C(C)C)c(=O)n(-c2ccccc2)n1C (some centres not stated)
  98	97	-1	99	6	102	0	101	/	98	-28
29) CCc1c(C)[nH]n(-c2ccc(Oc3ccccc3)c(S(=O)(=O)O)c2)c1=O
  98	103	29	103	29	102	-2	101	/	102	-8
30) Nc1cc(-c2ccc(Cl)cc2)nn1S(=O)(=O)c1ccc(Cl)cc1
  98	104	13	105	8	101	-2	100	/	102	-8
31) Cc1ccc(NC2=CC(=O)CC(C)(C)C2)c(N)c1
  99	99	4	101	14	100	1	100	-3	104	-49
32) CC1(C)CC2(CC(c3cccs3)c3cc(Cl)c(O)cc3O2)NC(=S)N1 (configuration not stated)
  91	96	-3	95	17	93	6	97	0	96	-50
33) O=C(c1cnsn1)N1CCN(c2ccccn2)CC1
  99	100	1	102	40	102	-6	101	/	101	-17
34) CCC(C)NCC(O)(c1ccc(Cl)cc1)c1ccc(Cl)cc1 (configuration not stated)
  97	96	12	98	14	97	1	96	-2	96	4
35) CC(=O)Nc1ccc(NC(=O)CN(C)CCC#N)cc1
  98	100	-2	98	18	99	-1	99	/	101	-14
36) COc1cc(C(=O)NCC(=O)N/N=C/c2cccs2)cc(OC)c1OC
  102	103	3	106	12	107	0	102	6	102	-1
37) Cc1ccc(CN(C)C(=O)C2CCCN2C(=O)c2cccs2)o1 (configuration not stated)
  98	100	25	102	6	101	0	99	0	98	-8
38) O=C(NCCN1CCN(c2ccccc2)CC1)C1CCN(S(=O)(=O)N2CCOCC2)CC1
  101	102	-4	104	10	105	0	104	/	105	-33
39) CC(=O)Nc1cccc(C(=O)OC(C(=O)c2ccc(C)cc2)c2ccccc2)c1 (configuration not stated)
  100	99	-2	99	13	99	13	100	6	99	9
40) O=C1CC(N2CCN(C(c3ccccc3)c3ccccc3)CC2)C(=O)N1Cc1ccc(N2CCCC2=O)cc1 (configuration not stated)
  100	99	22	101	10	98	0	100	/	97	-11
41) N#Cc1ccc(OCC(=O)NC2=NCCS2)cc1
  94	98	-7	97	14	97	0	99	-2	104	-28
42) CC1=CC(=O)C=C(C)C1=NOC(=O)c1cccc([N+](=O)[O-])c1
  95	97	53*	98	7	97	-3	97	-25	101	-10
